Rab7 wt modul – modulators of GTP binding to dog Rab7 wildtype GTPase. AID 758. hit rate 0.055% among 190,000. GST-Rab7 beads, fluorescent GTP binding, flow cytometry; actives lie on both sides; untreated = 100%, excess cold GTP = 0%. GTP binding activity (percent of control), % at 10 µM;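 active means fluorescent GTP binding to Rab7 beads changed by at least 20 points from the 100% baseline, either direction, mostly lower; inconclusive means compound itself probably fluorescent, or too few beads counted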;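 further: median green fluorescence of bound Bodipy-FL-GTP per Rab7 bead population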
GSH bead fluor – compound fluoresces at 488/530 nm on GSH beads; GSH beads flow cytometry, compound fluorescence 488/530 nm; stronger effect = higher value; fluorescence (KMESF) at 10 µM; hit rate 0.25% among 190,000; AID 1776; in the data active means fluorescence above about 89;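 further: glutathione beads carrying GST-tagged Bcl family fusion proteins plus one bare bead set; values are compound well signal with DMSO vehicle wells as background; inactives centre near 16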
Rac1 wt GTP bind – alters GTP binding to wildtype human Rac1 | P63000 | GTP binding activity (% of control), % at 10 µM | GST-Rac1 beads, fluorescent GTP binding, flow cytometry; actives lie on both sides; 0 = cold GTP competed, 100 = untreated | hit rate 0.27% among 190,000;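 active means GTP binding activity at least 20 points away from the 100% control level, either lower or higher; inconclusive means compound flagged as likely green fluorescent, judged across all proteins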
Avidin bead fluor – avidin bead compound fluorescence profile; Avidin beads, compound fluorescence 488/530 nm, flow cytometry; stronger effect = higher value; fluorescence (KMESF) at 10 µM; hit rate 0.38% among 220,000; AID 1775; in the data active means fluorescence above about 47; further: inactives centre near 10
Mcl1-Noxa inh – Mcl-1/Noxa interaction inhibition | inhibition, % at 21.7 µM | AID 1022 | Q07820 | hit rate 1.5% among 220,000 | TR-FRET Mcl-1/Noxa peptide binding, 2 h;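 active means compounds that cut the protein-peptide binding signal by more than 50% relative to plate controls in a single-dose test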;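 further: His-tagged Mcl-1 with rhodamine Noxa BH3 peptide and terbium anti-His antibody; 0% = Mcl-1 plus Noxa peptide wells and 100% = peptide-only wells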
Target sequence (Q07820 whole entry, looked up): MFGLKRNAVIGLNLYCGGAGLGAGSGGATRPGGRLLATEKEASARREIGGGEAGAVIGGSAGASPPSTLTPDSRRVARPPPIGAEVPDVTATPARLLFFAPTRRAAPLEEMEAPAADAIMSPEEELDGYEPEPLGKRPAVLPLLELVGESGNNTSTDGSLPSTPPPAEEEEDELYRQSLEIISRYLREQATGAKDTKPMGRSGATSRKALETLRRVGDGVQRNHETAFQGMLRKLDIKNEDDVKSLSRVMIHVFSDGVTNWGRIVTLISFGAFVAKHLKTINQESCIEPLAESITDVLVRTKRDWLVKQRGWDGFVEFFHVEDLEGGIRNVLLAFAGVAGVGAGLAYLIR
Mcl1-Bid inh – disrupts binding of human Mcl-1 to Bid peptide; Q07820; hit rate 0.97% among 220,000; inhibition, % at 21.7 µM; TR-FRET Mcl-1/Bid-Dy647 peptide binding, 1536-well;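 active means compounds that cut the binding signal by more than half at the single screening dose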;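 further: His-tagged Mcl-1 with europium anti-His antibody binding Bid BH3 peptide; 0% = Mcl-1 plus peptide wells and 100% = peptide-only wells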
Rac1 mut GTP – modulators of GTP binding to human Rac1 activated mutant. percent activity (GTP binding), % at 10 µM. AID 764. hit rate 0.11% among 190,000. GST-Rac1 activated beads, fluorescent GTP binding, flow cytometry; actives lie on both sides; 100% means binding = to untreated wells;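 active means GTP binding at least 20 percentage points away from the 100% baseline, in either direction, so actives lie on both sides; inconclusive means Compound likely fluorescent itself, or too few beads counted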
Cdc42 wt – modulators (inhibitors or activators) of GTP binding to human Cdc42 wildtype | P60953 | GST-Cdc42 beads, Bodipy-GTP binding, flow cytometry; actives lie on both sides | percent activity (GTP binding), % at 10 µM | hit rate 0.2% among 190,000 | AID 761;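 active means percent activity GTP binding at least 20 points away from the 100% baseline, either down as inhibitor or up as activator; inconclusive means compound flagged as likely green fluorescent from well-wide comparison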;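 further: median bead fluorescence of bound Bodipy-FL-GTP at 100 nM; 0% = excess unlabeled GTP control and 100% = no compound control; below 100% means less GTP binding so inhibitor and above means activator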
Target sequence (P60953 whole entry, looked up): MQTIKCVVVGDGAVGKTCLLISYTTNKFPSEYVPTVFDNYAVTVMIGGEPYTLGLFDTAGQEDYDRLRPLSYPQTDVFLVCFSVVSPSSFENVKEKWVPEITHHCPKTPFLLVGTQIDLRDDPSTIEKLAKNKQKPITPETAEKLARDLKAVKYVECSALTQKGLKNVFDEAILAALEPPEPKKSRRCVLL
HRas wt GTP – modulators of GTP binding to human HRas wildtype; GST-Ras wt beads, Bodipy-FL-GTP binding, flow cytometry; actives lie on both sides; GTP binding activity, % at 10 µM; hit rate 0.14% among 190,000; AID 759;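 active means GTP binding activity at least 20% away from the 100% baseline, either lowered as inhibitor or raised as activator; inconclusive means flagged as likely green fluorescent, judged across all proteins in the well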;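 further: 0% = unlabeled GTP competition control and 100% = no-compound control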
Target sequence (P01112 whole entry, looked up): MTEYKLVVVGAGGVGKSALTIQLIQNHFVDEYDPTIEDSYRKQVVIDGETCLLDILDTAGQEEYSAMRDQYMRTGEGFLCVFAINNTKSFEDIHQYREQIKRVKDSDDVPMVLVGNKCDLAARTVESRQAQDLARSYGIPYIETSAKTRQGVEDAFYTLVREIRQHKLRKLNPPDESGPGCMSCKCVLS
Rab2A wt mod – changes GTP binding to wildtype dog Rab2A, up or down; hit rate 0.19% among 190,000; GST-Rab2 wt beads, Bodipy-GTP binding, flow cytometry; P61105; GTP binding activity, % at 10 µM;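 active means GTP binding activity at least 20 points away from 100%, either lowered or raised; inconclusive means signal likely due to the compound's own green fluorescence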;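 further: 0% = beads with excess unlabeled GTP and 100% = no-compound control corrected for plate trend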
Pf gamet viab – kills late stage P. falciparum gametocytes. inhibition, % at 10.9 µM. hit rate 0.065% among 150,000. P. falciparum stage V gametocytes, ATP luminescence, 24 h. AID 743093;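 active means inhibition above the mean plus 3 SD of compounds within the control limits, set per campaign, cut at about 38% in these data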;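 further: 0% = DMSO wells and 100% = medium only without gametocytes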
Starred values were filed as active, the others as inactive; ? = inconclusive; nt = not tested or not shown.

SMILES	Rab7 wt modul	GSH bead fluor	Rac1 wt GTP bind	Avidin bead fluor	Mcl1-Noxa inh	Mcl1-Bid inh	Rac1 mut GTP	Cdc42 wt	HRas wt GTP	Rab2A wt mod	Pf gamet viab
CC(=O)c1nn(-c2cccc(Br)c2)cc1C(=O)c1ccco1	101	20	100	15	1	1	101	99	97	98	nt
COc1ccccc1C(=O)N/C(=C\c1ccc2c(c1)OCO2)C(=O)NCCc1nc2ccccc2[nH]1	99	13	101	13	18	-12	101	100	98	97	-7
O=S(=O)(N/N=C1\CC(c2ccccc2)Oc2ccccc21)c1ccccc1 (stereo not given)	100	15	100	23	2	-30	95	99	101	101	-9
COc1ccc(/C=N/NC(=O)c2ccc(COc3ccccc3Cl)o2)c(OC)c1C	96	5	106	13	10	-13	99	102	101	100	nt
COC(=O)COc1ccc(Oc2nc(SC)nc(N(C)C)n2)nn1	92	6	100	8	9	-3	98	103	98	95	-2
CCCCCC(=O)Nc1ccccc1N1CCOCC1	100	9	101	5	-13	-9	102	99	101	100	0
O=C1OCCC1Sc1nc2ccccc2c(=O)n1-c1ccc(F)cc1 (stereo not given)	102	12	99	8	8	0	96	94	98	97	-27
Cc1c(N=Cc2ccc(-c3ccc(Cl)cc3)o2)c(=O)n(-c2ccccc2)n1C	?	25	?	9	nt	-18	?	?	?	?	21
Fc1ccc(Oc2ccc3nnc(C(F)(F)F)n3n2)cc1	105	66	93	8	-5	-11	94	98	97	99	nt
CCCN1C(=O)C(NC(C)=O)c2cc(OC)ccc21 (stereo not given)	95	37	99	12	5	-10	96	100	97	99	nt
CCCOc1ccc(Cl)cc1CN1CCOCC1	100	10	108	34	1	-5	101	106	102	102	12
Cc1cc2ncn(S(=O)(=O)N3CCOCC3)c2cc1C	100	51	104	2	15	-6	99	99	98	101	nt
O=C1Nc2ccc(NS(=O)(=O)c3cccs3)c3cccc1c23	?	9	?	13	11	-55	?	?	?	?	nt
O=C(NCCc1ccncc1)Nc1ccccc1Cl	101	9	109	126*	14	19	100	103	101	103	nt
COc1ccccc1CNc1ncnc2nc[nH]c12	102	14	106	25	-9	-11	101	103	104	103	nt
Cc1sc2ncn(Cc3ccccc3F)c(=O)c2c1C	91	16	91	9	3	-10	91	94	91	92	-27
O=C(NCc1cccnc1)c1cc(S(=O)(=O)N2CCCCC2)ccc1Cl	97	32	96	16	10	6	95	97	97	98	6
Cc1cccc(CSCc2ccc(C(=O)NC3CCCC3)o2)c1	90	26	98	7	15	-27	91	95	95	96	-6
Cc1ccc(OCC(=O)Nc2ccc(CN3CCCCC3)cc2)c(C)c1	102	12	100	10	10	-24	97	101	98	97	-9
CCOC(=O)Cc1cnc(N)s1	96	13	95	15	10	-9	94	94	94	102	1
O=C(Nc1ccccc1F)Nc1ccccc1Br	102	12	99	21	3	-6	96	94	98	98	-11
O=C1CC(N(CCc2ccccc2)C(=S)Nc2ccccc2)C(=O)N1c1ccc(Br)cc1 (stereo not given)	100	13	99	12	-11	-6	97	97	94	95	-21
CCCn1c(N)c(N2CCCCC2)c(=O)n(CC(=O)Nc2ccc(OC(F)(F)F)cc2)c1=O	105	15	105	8	-2	-8	99	101	103	103	nt
O=C1N(Cc2cccc(Cl)c2)C[C@@H]2C[C@@H](c3cccc4cccnc34)N3CCC[C@@]123	99	12	99	13	5	-18	96	101	101	104	7
CCOc1ccc(S(=O)(=O)NCCC(=O)NCc2ccco2)cc1	109	11	105	8	1	-12	101	105	105	105	nt
COc1ccccc1NC(=O)CSc1nnc(COc2ccccc2OC)n1C	95	17	98	9	12	-25	98	96	97	97	-8
CC(C)N(C(=O)/C=C/c1cccc([N+](=O)[O-])c1)C(C)C	103	27	102	12	6	-9	98	97	99	98	-7
S=C(NCc1ccc(Cl)cc1)NC1CCN(Cc2ccccc2)CC1	99	19	96	9	22	74*	96	94	95	96	-1
CCOc1nc(C)ccc1-c1noc(C)n1	98	38	102	6	11	-2	97	99	99	96	10
Cc1ccc(N2C(=O)C3CCC(C)(C2=O)C3(C)C)cc1C (stereo not given)	98	11	101	8	16	-7	95	93	95	93	-20
COc1cc(C2NC(=O)NC(O)(C(F)(F)F)C2C(C)=O)cc(OC)c1OC (stereo not given)	104	19	105	25	0	-13	102	104	103	102	-2
CC(=O)Nc1nnc(SCc2ccc(F)cc2)s1	97	12	96	10	11	-14	96	97	97	97	nt
COc1ccc(-c2nnc(SC)n2C)cc1	95	17	97	31	3	3	95	99	98	95	-6
CCc1cc(C(=O)Cc2ccc(F)cc2)c(O)cc1O	100	13	104	14	6	5	100	103	100	101	5
COC(=O)COc1cccc2c(=O)n(CC(=O)NCCc3ccc(OC)c(OC)c3)ccc12	97	15	100	5	7	-3	96	100	100	100	nt
O=C(Cc1ccccc1[N+](=O)[O-])NCc1ccco1	95	24	101	5	5	-4	99	97	98	97	nt
CSCc1nnc(NC(=O)c2ccc(S(=O)(=O)N(C)C)cc2)o1	102	22	93	9	12	-14	94	94	96	99	9
Cc1cc(N/C(=N\S(=O)(=O)c2ccc(F)cc2F)c2ccccc2)no1	98	5	99	7	20	-15	99	102	99	98	2
CCOC(=O)c1ccc(NC(=O)C(C)Sc2nc(O)c(-c3ccccc3)c(=O)[nH]2)cc1 (stereo not given)	94	20	99	10	4	-23	90	94	97	94	-23
CCOc1ccc2nc(NC(=O)NC3CCCCC3)sc2c1	89	15	87	9	-3	-8	93	88	90	89	nt
CC(=O)N1CCN(C(=S)c2ccc(-c3ccc(Cl)cc3)o2)CC1	97	23	106	22	10	-15	100	105	101	100	-8
O=C1/C(=C/N(C(=O)c2ccco2)c2ccc(Cl)cc2)Sc2ccccc21	105	12	104	15	20	-49	98	106	105	102	nt
CCC(=O)NC1=C(C#N)C2(CCCC2)Cc2ccccc21	98	45	105	8	-11	-26	100	101	100	99	nt
COc1ccc(NC2=CC(c3ccc(OC)cc3)N(c3ccc(OC)cc3)C2=O)cc1 (stereo not given)	95	10	102	10	-2	-25	98	97	98	98	-4
CC(Sc1nnc(Cc2ccc3c(c2)OCO3)o1)C(N)=O (stereo not given)	102	11	97	9	9	-33	94	97	96	96	5
CCc1ccc(NC(=O)C(C)Oc2nnc(-c3cccs3)c(-c3cccs3)n2)cc1 (stereo not given)	99	15	102	7	8	9	99	100	100	101	0
CCOC(=O)CSc1nnc(Cn2nnc(-c3ccccc3)n2)n1CC	97	40	98	10	4	-28	94	98	97	94	nt
C/C(=N/OC(=O)c1cccc(C(F)(F)F)c1)c1cnccn1	100	20	98	8	1	-24	94	93	97	96	-44
COc1nccnc1NS(=O)(=O)c1ccc(NC(=S)NC(=O)/C=C/c2ccccc2)cc1	90	9	88	22	21	1	87	89	87	84	14
O=[N+]([O-])c1ccc(OCC(O)CN(CCO)CCO)cc1 (stereo not given)	101	22	103	15	10	-19	101	101	101	102	nt

Additional structures follow:
SMILES	Rab7 wt modul	GSH bead fluor	Rac1 wt GTP bind	Avidin bead fluor	Mcl1-Noxa inh	Mcl1-Bid inh	Rac1 mut GTP	Cdc42 wt	HRas wt GTP	Rab2A wt mod	Pf gamet viab
COc1cc(C(=O)Nc2ccc(S(=O)(=O)N(C)c3ccccc3)cc2)cc(OC)c1OC	98	6	108	2	-4	-26	101	101	102	96	-3
O=c1sc(/C=N/Nc2ccccc2)c(Cl)n1Cc1ccccc1	96	21	99	12	16	-21	98	98	98	97	-24
Cc1nc2ncnn2c(N2CCC(C(=O)NC3CCCC3)CC2)c1Cc1ccccc1	100	36	101	8	18	-3	98	100	102	100	nt
COc1ccc(OC)c(Nc2nc3nonc3nc2N2CCCCC2)c1	97	34	94	12	5	-32	93	95	98	96	nt
COCCN(C(=O)C1CCC1)c1nnc(-c2cccnc2)s1	93	11	95	6	13	-12	96	98	95	98	nt
Cc1cc(C)n(C(=O)/C(C#N)=C/N(C)C)n1	93	10	101	14	2	0	98	100	96	99	-5
Cc1ccc(-n2ncc3c2ncn2nc(-c4ccco4)nc32)c(C)c1	102	13	101	8	6	-8	99	102	102	100	nt
COc1ccc(C(C)(C)C)cc1NC(=O)c1ccoc1C	105	20	105	14	16	-28	100	102	102	104	23
CCOC(=O)c1cnc(-c2ccccc2)nc1C(F)(F)F	96	27	97	8	12	-16	97	96	95	96	7
CCN(C(=O)Cn1nc(C(=O)O)c2ccccc2c1=O)C1CCCCC1	104	14	98	12	0	-10	95	96	100	98	13
O=c1oc(-c2ccccc2[N+](=O)[O-])nc2ccccc12	92	10	96	9	-6	-29	95	96	100	98	nt
Cc1nonc1C(=O)N/N=C/c1ccncc1	107	17	103	10	23	-9	97	99	102	104	3
O=C(NCC1CCCO1)C(c1ccncc1)N(Cc1ccc(F)cc1)C(=O)CN1C(=O)c2ccccc2S1(=O)=O (stereo not given)	105	12	105	5	-3	-64	101	100	103	99	-10
Cc1ccc(/C=C/C(=O)N2CC(C)CC(C)C2)o1 (stereo not given)	101	21	100	2	16	-74	100	102	101	99	-41
COC(=O)c1cc(=O)n(Cc2ccc3c(c2)OCO3)c(=Nc2ccccc2)s1	95	14	98	10	-13	-21	98	100	95	99	nt
O=C(NCc1ccc(F)cc1)Nc1cccc(Cl)c1	102	28	100	27	16	0	96	98	99	100	nt
O=C(Nc1cccc(NC(=O)c2cccnc2Cl)c1)c1ccco1	100	29	105	5	-9	-10	99	102	101	100	nt
O=C(CN1CCN(c2ccccc2)CC1)N/N=C/c1cccc(F)c1	101	12	107	3	11	-44	103	105	103	102	1
CC1Cc2ccccc2N1CC(=O)Nc1cccc(S(N)(=O)=O)c1 (stereo not given)	105	15	101	23	16	-43	97	97	100	102	nt
Cn1nccc1C(=O)N1CCc2c([nH]c3ccccc23)C1c1ccc(F)cc1 (stereo not given)	99	11	96	9	15	-53	95	93	97	97	1
CS(=O)(=O)N1CCN(C(=O)c2cc(-c3cccnc3)nc3ccc(Br)cc23)CC1	98	19	101	5	14	-22	98	102	95	96	-23
CC1CCCCN1C(=O)CSc1nnc(-c2cccnc2)n1C1CCCCC1 (stereo not given)	102	30	107	11	9	-26	99	101	101	101	16
CCOC(=O)c1c(C)n(C)c2ccc(O)c(CN3CCN(C)CC3)c12	99	47	100	3	22	-17	98	101	100	101	nt
COC(=O)c1ccc(NC(=O)c2snnc2-c2ccccc2)cc1	103	23	98	4	-6	-27	95	94	97	97	9
